GSK3A inh: inhibitors of human GSK-3 alpha kinase | AID 2650 | P49840 | inhibition, % at 10 µM | ADP-Glo luminescence, 60 min | hit rate 0.1% among 320,000;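 in the data active = inhibition above about 50%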;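 note: GST-tagged GSK-3 alpha with peptide substrate and 25 µM ATP; 0% = DMSO neutral wells and 100% = GW8510 positive control wells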
Target sequence (P49840 whole entry, looked up): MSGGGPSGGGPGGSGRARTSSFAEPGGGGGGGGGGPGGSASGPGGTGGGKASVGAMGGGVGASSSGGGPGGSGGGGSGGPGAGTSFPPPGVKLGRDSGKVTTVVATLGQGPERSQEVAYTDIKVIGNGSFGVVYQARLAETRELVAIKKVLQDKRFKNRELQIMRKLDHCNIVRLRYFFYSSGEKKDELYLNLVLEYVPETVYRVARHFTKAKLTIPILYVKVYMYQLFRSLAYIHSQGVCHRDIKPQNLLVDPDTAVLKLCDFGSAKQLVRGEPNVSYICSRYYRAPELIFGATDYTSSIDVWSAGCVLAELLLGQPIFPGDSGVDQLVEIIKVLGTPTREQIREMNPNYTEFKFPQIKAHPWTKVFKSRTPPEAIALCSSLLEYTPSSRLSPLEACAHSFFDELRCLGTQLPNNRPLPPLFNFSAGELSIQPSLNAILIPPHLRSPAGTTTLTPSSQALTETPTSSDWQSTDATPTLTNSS
* = called active by the depositor.

structure | GSK3A inh
C[C@H](CO)N1C[C@H](C)[C@@H](CN(C)S(=O)(=O)c2ccc(F)cc2)Oc2c(NC(=O)NC3CCCCC3)cccc2C1=O | -1
C[C@H](CO)N1C[C@H](C)[C@@H](CN(C)Cc2ccc(Cl)c(Cl)c2)Oc2c(NC(=O)C3CC3)cccc2C1=O | -1
CC(=O)NC(C)c1cc(Cl)c2cccnc2c1O (stereo not drawn) | 0
CC(Sc1n[nH]c(-c2cccs2)n1)C(=O)Nc1ccc(C(N)=O)cc1 (stereo not drawn) | -4
O=C(CCC1CCCC1)Nc1cc(Cl)ccc1N1CCOCC1 | -2
Cc1ccc(C(=O)NNCC(=O)Nc2ccc(Cl)cc2F)cc1 | -1
CC(=O)OCC(COC(C)=O)OC(C)=O | 9
O=C(c1cn(-c2ccccc2)nc1-c1cccnc1)N1CCN(S(=O)(=O)c2cccc(F)c2)CC1 | 2
Cc1cc(NC(=O)COC(=O)c2cnccn2)ccc1Br | 0
CC(C)C[C@H]1CN=C(Nc2ccccc2)N1CCC(C)c1ccccc1 (stereo partly drawn) | -2

(cont.)
structure | GSK3A inh
O=C(CNC(=O)c1ccc(Br)o1)NNC(=O)c1ccc(Br)cc1 | 16
COc1ccc(N2CCN(C(=O)c3ccc(-c4nc5ccccc5s4)o3)CC2)cc1 | -1
COc1ccc2sc(-c3ccc(SC)cc3)c(C#CCO)c2c1 | -3
CCN(C(=O)COC(=O)CCC(=O)c1cccs1)c1ccccc1 | 1
O=C(OCCOc1ccccc1)c1cccc(S(=O)(=O)N2CCOCC2)c1 | -1
COc1cccc(/C=C/C(=O)OCC(=O)NCCNC(=O)COC(=O)/C=C/c2cccc(OC)c2)c1 | 2
CC(=O)O[C@]1(C(C)=O)CC[C@H]2[C@@H]3C=C(C)C4=CC(=O)CC[C@@H]4[C@H]3CC[C@@]21C | -1
Cc1ccc(C)c(NC(=O)CN(C)C(=O)COc2ccc3ccccc3c2)c1 | 0
O=C(CCNC(=O)c1ccc([N+](=O)[O-])cc1)NCc1ccco1 | 0
COc1ccc(-c2sc3ccccc3c2-c2ccc(OCCN3CCCCC3)cc2)cc1 | -3

Following part.
structure | GSK3A inh
O=S(=O)(Nc1ccc(-n2cnnn2)cc1)c1cccs1 | -2
O=C(Nc1ccc2c(c1)OCO2)c1ccccn1 | -2
NC(=O)c1ccsc1NC(=O)CSc1nnc(NC2CC2)s1 | -2
O=C(Nc1cccc(S(=O)(=O)N2CCCC2)c1)c1ccco1 | -1
Cc1ccc(NC(=O)C(C)Sc2nnc(C)n2C2CC2)cc1S(=O)(=O)N1CCOCC1 (stereo not drawn) | -1
Cc1csc(=O)n1CC(=O)OCC(=O)Nc1ccc(C(N)=O)cc1 | 3
CN(C(=O)COC(=O)c1ccc(=O)n(Cc2ccccc2)n1)C1CCCCC1 | 3
C#CCOCCOCCOCCNc1nc(N2CCOCC2)nc(N2CCN(C(=O)CCCCCCCCCCNC(=O)[C@@H]([C@H](C)O)n3cc(C)nn3)CC2)n1 | -4
Cc1ccc(C(=O)NCC(=O)NCc2ccc(Cl)cc2)s1 | -7
CC1CCN(C(=O)COC(=O)CCC(=O)c2ccc(F)cc2)CC1 | -1

The list goes on.
structure | GSK3A inh
C#CCOCCOCCOCCNc1nc(N2CCN(C(=O)CCCCCCCCCCNC(=O)[C@@H](CCSC)n3cc(CCO)nn3)CC2)nc(N2CCN(C(=O)CCCCCCCCCCNC(=O)[C@H](CCCN=C(N)N)n3cc(C[C@@H](C)CC)nn3)CC2)n1 | -44
O=C(CN1C(=O)NC2(CCCC2)C1=O)OCc1ccccc1F | -1
COc1ccc(-c2csc3ncnc(Sc4nnnn4C)c23)cc1 | 0
CCOC(=O)C1CCN(C(=O)c2cc(-c3ccncc3)nc3ccccc23)CC1 | 2
O=C(NC1CCCCCC1)C1CCN(S(=O)(=O)c2c(Cl)cccc2Cl)CC1 | -3
CC(=O)c1c(C)[nH]c(C(=O)OCC(=O)Nc2ccc3c(c2)OCCO3)c1C | -1
N=c1n(CC(=O)c2ccc(Br)cc2)c2ccccc2n1Cc1ccccc1 | 1
C[C@H](CO)N1C[C@H](C)[C@@H](CN(C)S(C)(=O)=O)Oc2c(NC(=O)C3CCCCC3)cccc2C1=O | 0
COc1ccc(OC)c(CN2CCN(C(=O)CNC(=O)c3ccccc3F)CC2)c1 | 4
C=C(CC[C@@H](O)C(C)(C)O)[C@H]1CC[C@]2(C)[C@@H]1CCC1[C@@]3(C)CCC(=O)C(C)(C)C3CC[C@]12C (stereo partly drawn) | -3

Part of the list above, with each value named:
compound: CC(=O)c1c(C)[nH]c(C(=O)OCC(=O)Nc2ccc3c(c2)OCCO3)c1C
  GSK3A inh = -1

compound: N=c1n(CC(=O)c2ccc(Br)cc2)c2ccccc2n1Cc1ccccc1
  GSK3A inh = 1

compound: C[C@H](CO)N1C[C@H](C)[C@@H](CN(C)S(C)(=O)=O)Oc2c(NC(=O)C3CCCCC3)cccc2C1=O
  GSK3A inh = 0

(continued)
structure | GSK3A inh
O=C(COC(=O)/C=C/c1cccc(Cl)c1)NC1CCCC1 | 25
O=C(CCNS(=O)(=O)c1ccc(F)c(F)c1)NCCN1CCOCC1 | -3
CCCCCCCN1CCN=C1N(C)C | -4
Cc1nc(NC(=O)COC(=O)c2ccc(CO)cc2)c(Cl)cc1Cl | -2
O=C(NCc1cccnc1)c1cccc(S(=O)(=O)Nc2cccc(Cl)c2)c1 | 0
N#Cc1ccccc1OCC(=O)N1N=C(c2cccs2)CC1c1ccco1 (stereo not drawn) | 0
Cc1c(C(=O)OCC(=O)NC2CCCCC2)oc2ccccc12 | -2
O=C(CCc1nc2ccccc2c(=O)[nH]1)Nc1cc(Cl)ccc1N1CCCCC1 | 0
CC(C)[C@H](NC(=O)c1ccccc1F)C(=O)NC1CCCCC1 | -3
COc1ccc(S(=O)(=O)N2CCN(CC(=O)NC(Cc3ccccc3)C(C)=O)CC2)cc1 (stereo not drawn) | -3

(continued)
structure | GSK3A inh
C[C@H](CO)N1C[C@H](C)[C@@H](CN(C)C(=O)Nc2ccc(C(F)(F)F)cc2)Oc2ccc(NC(=O)Nc3ccccc3)cc2C1=O | -1
Cn1c(CCC(N)=O)nnc1SCC(=O)Nc1ccccc1C(=O)NC1CC1 | -2
CC(OC(=O)C1CC1)C(=O)Nc1cccc(S(=O)(=O)N2CCOCC2)c1 (stereo not drawn) | 1
O=C(Cc1ccc2c(c1)OCCO2)N/N=C/c1ccco1 | -3
Cc1ccc(NC(=O)Cn2c(=O)cnc3ccccc32)cc1S(=O)(=O)N1CCOCC1 | 1
CC(C)(CN1CCNCC1)NS(=O)(=O)c1ccc(Cl)cc1 | 8
On1ccccc1=S | 0
O=C(NCCCN1CCCC1=O)c1cccc(S(=O)(=O)N2CCCCC2)c1 | -3
O=C(CN1C(=O)NC2(CCOc3ccccc32)C1=O)Nc1ccc(Br)cc1F (stereo not drawn) | 3
O=C(CCNC(=O)c1ccccc1)NN=Cc1ccc(Br)o1 | -2

Further records:
structure | GSK3A inh
Cc1ccc(NC(=O)Cc2nc(CN(C)CC(=O)Nc3ccc(C)cc3)cs2)cc1 | -2
Nc1c(C(=O)CSc2nnc(N3CCOCC3)n2-c2cccc(F)c2)c(=O)[nH]c(=O)n1C1CC1 | -2
Cc1noc(NS(=O)(=O)c2ccc(NC(=O)/C=C/c3ccccc3)cc2)c1C | -1
CCCN(C(=O)c1cc(C)ccc1C)c1c(N)n(Cc2ccccc2)c(=O)[nH]c1=O | -42
CCC1Nc2ncnc(N3CCc4ccccc4C3)c2N(Cc2ccc(Cl)cc2)C1=O (stereo not drawn) | 1
O=c1oc(CCCO)cc2ccc(C#Cc3ccsc3)cc12 | 0
Cc1nn(CC(=O)N(C)C2CCS(=O)(=O)C2)c(C)c1S(=O)(=O)N(C)C (stereo not drawn) | 3
CC(=O)Nc1ccc(NC(=O)c2ccc(OCc3c(C)noc3C)cc2)cc1 | -1
CN(Cc1nc2ccccc2c(=O)[nH]1)C(=O)c1ccc(NC(=O)CSc2nnnn2C)cc1 | -4
O=C(NNC(=O)c1ccc(=O)[nH]c1)c1ccc(NS(=O)(=O)c2cccs2)cc1 | 1

Continued:
structure | GSK3A inh
Cc1ccc(CN(C)C(=O)CSc2nnc3n2CCCCC3)c(C)c1 | 0
O=C(C[C@@H]1C/C=C\C[C@@H](Cc2ccc(F)cc2)C(=O)OC[C@@H](Cc2ccccc2)NC1=O)N[C@H](CO)Cc1ccccc1 | -1
CCOc1ccc(NS(=O)(=O)c2cc(C(=O)NCCCN3CCOCC3)ccc2C)cc1 | 2
Cc1ccc(S(=O)(=O)N2CCOCC2)cc1C(=O)Nc1ccccc1N1CCOCC1 | -2
CC[C@@]1(C(=O)OC)N[C@H](CN(C)S(=O)(=O)c2ccc(C(C)(C)C)cc2)[C@@H]2C(=O)N(Cc3ccccc3)C(=O)[C@@H]21 | -2
COc1ccc(C2=CCN3CCCCC3C2)c(-c2ccc(OC)c(OC)c2)c1 (stereo not drawn) | -4
Cc1cccc(C)c1NC(=O)COC(=O)c1cc(=O)[nH]c2ccccc12 | -2
CCOC(=O)C1=C(COC(=O)[C@H](C)NS(=O)(=O)c2ccccc2F)NC(=O)NC1C (stereo partly drawn) | -1
CC1CCN(C(=O)COC(=O)/C=C/c2ccc(Br)o2)CC1 | 3
C=CCC[C@@H](Cc1ccc(F)cc1)C(=O)OCCNC(=O)[C@@H](CC=C)CC(=O)N[C@@H](CO)Cc1ccccc1 | -2

(more compounds)
structure	GSK3A inh
C[C@]1(CC/C(=C/CO)CO)[C@H](CO)CC[C@@]23COC(=O)C2=CCC[C@@H]31	0
O=C(Cn1ccc(NC(=O)OCc2ccccc2)nc1=O)NCC1CCCO1 (stereo not drawn)	3
COc1ccc(C(=O)OCC(=O)c2ccc3c(c2)NC(=O)CO3)cc1S(=O)(=O)N1CCOCC1	-1
O=C(Nc1cccc(Cl)c1)C1CCCCC1	-2
CC(NC(=O)C12CC3CC(CC(C3)C1)C2)C(=O)NN=Cc1ccc([N+](=O)[O-])o1 (stereo not drawn)	0
COc1cc(Cl)c(C)cc1NC(=O)COC(=O)C1CC1C (stereo not drawn)	4
COC(=O)c1c(-c2ccc(OC)cc2)sc2cc3c(cc12)OCO3	-4
CC(C)(C)OC(=O)n1cc(CCO)c2ccccc21	-2

(continued)
structure	GSK3A inh
Cc1ccsc1C(=O)OCC(=O)Nc1ccc(Cl)cn1	21
COc1ccc(NC(=O)COC(=O)CCSc2ccccc2)cc1	8
Cc1ccc(NC(=O)CCc2ccc(S(=O)(=O)N3CCOCC3)cc2)c(O)c1	0
c1ccc(-[n+]2nc(Nc3cccc4ccccc34)sc2-c2c3ccccc3cc3ccccc23)cc1	-14
CCOC(=O)C1=C(C)Nc2ccccc2N=C1NC(=O)C1CCN(C(=O)c2ccccc2C)CC1	1
COc1ccc(NC(=O)NS(=O)(=O)c2ccc(C)cc2)cc1OC	-1
CC1(CCc2ccccc2)NC(=O)N(CC(=O)Nc2ccccc2C#N)C1=O (stereo not drawn)	-1
CCOc1cccc(C=NNc2ccc(S(=O)(=O)Nc3ccccc3C(=O)O)cc2[N+](=O)[O-])c1O	2

(listing goes on)
structure	GSK3A inh
Cc1cc(C(=O)Nc2ccc(Cl)c(S(=O)(=O)N3CCOCC3)c2)c2ccccc2n1	1
COc1ccccc1C(=O)NCCC(=O)NC1CCC(C)CC1 (stereo not drawn)	-5
Cc1noc(NS(=O)(=O)c2ccc(NC(=O)c3ccc(F)cc3)cc2)c1C	-1
O=C(NCc1cccnc1)C1CCN(S(=O)(=O)c2cccc(C(F)(F)F)c2)CC1	0
CCC(CO)Oc1cc(NCc2ccc(OC)cc2)c2ncn(C(C)C)c2c1 (stereo not drawn)	-1
CC(=O)Nc1cccc(NC(=O)/C=C/c2ccc(S(=O)(=O)N3CCOCC3)cc2)c1	-1
COc1ccccc1C(=O)NCCC(=O)N1CCN(S(=O)(=O)c2cccc(Cl)c2)CC1	-3
COc1ccc(S(=O)(=O)Nc2ccc3c(c2)C(=O)N([C@H](C)CO)C[C@@H](C)[C@@H](CN(C)S(=O)(=O)c2ccc(Cl)cc2)O3)cc1	-2

5 consecutive entries out of the list so far, for reference:
structure	GSK3A inh
Cc1cc(C(=O)Nc2ccc(Cl)c(S(=O)(=O)N3CCOCC3)c2)c2ccccc2n1	1
COc1ccccc1C(=O)NCCC(=O)NC1CCC(C)CC1 (stereo not drawn)	-5
Cc1noc(NS(=O)(=O)c2ccc(NC(=O)c3ccc(F)cc3)cc2)c1C	-1
O=C(NCc1cccnc1)C1CCN(S(=O)(=O)c2cccc(C(F)(F)F)c2)CC1	0
CCC(CO)Oc1cc(NCc2ccc(OC)cc2)c2ncn(C(C)C)c2c1 (stereo not drawn)	-1

Following part.
structure	GSK3A inh
CC(=O)Nc1ccc(C(=O)COC(=O)Cc2ccsc2)c(F)c1	0
Cc1ccc(C)c(S(=O)(=O)N2CCN(C(=O)[C@@H](NC(=O)c3ccc(F)cc3)C(C)C)CC2)c1	-4
COc1ccc(CN(C)C[C@H]2Oc3c(NC(=O)Nc4ccccc4)cccc3C(=O)N([C@H](C)CO)C[C@@H]2C)cc1	0
O=C(COC(=O)c1ccc(Br)o1)NC12CC3CC(CC(C3)C1)C2	-3
Cc1cccc(-n2ccnc2SCC(=O)c2c(N)n(C3CC3)c(=O)[nH]c2=O)c1C	16
Oc1cc(Nc2ccncc2)cc2cccnc12	-6
NC(=O)c1ccc(-c2noc(-c3ccccc3F)n2)cc1	0
NC(=O)CNCCC(c1ccccc1)c1ccccc1	2

Next section.
structure	GSK3A inh
O=C(CCCn1c(=O)oc2ccccc21)NNC(=O)COc1ccc(F)cc1	-2
O=C(c1ccco1)N1CCN(C(=O)c2ccccc2OCc2ccccc2)CC1	-1
CCc1noc(C)c1C(=O)NNC(=O)c1nn(C)c(=O)c2ccccc12	7
O=C(COC(=O)C1CCN(S(=O)(=O)c2ccccc2)CC1)NCCc1ccccc1	-1
Cc1cc(NC(=O)c2ccoc2C)ccc1Br	6
CC1CCCC(C)N1C(=O)COC(=O)c1ccco1 (stereo not drawn)	-1

Only part of the results is shown. The share of hits here may be higher or lower than overall.
